NPC1 prom act – activators of NPC1 promoter; Huh7 NPC1 promoter luciferase reporter, 24 h; Potency, µM (titrated, usually from 9.22 µM), inactives show at the highest dose activation, usual class: activators; 2.4% of 320,000 active; AID 485313;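 note: potency is the fitted concentration of half-maximal effect; % of control where 0% means no effect; nearly all actives have a fitted effect of over 60% in size; reporter is driven by a mutant NPC1 promoter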
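Huh7 reporter cells (NPC1 promoter driving luciferase) are dosed with compound for 24 h at 37 °C, 5% CO2; luciferase detection reagent is then added and luminescence measured after 10 min at ambient temperature.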
Tb PFK block – blocks T. brucei phosphofructokinase | T. brucei PFK, ADP-Glo luminescence | AID 485367 | Potency, µM (series often up to 57.5 µM), without a hit: top-dose activity, negative = inhibition, usual class: inhibitors | 0.17% of 330,000 active;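 note: potency is the fitted concentration of half-maximal effect; 0% = uninhibited 1x PFK enzyme wells and -100% = no-enzyme wells; nearly all actives have a fitted effect of over 60% in size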
Target sequence (O15648 whole entry, looked up): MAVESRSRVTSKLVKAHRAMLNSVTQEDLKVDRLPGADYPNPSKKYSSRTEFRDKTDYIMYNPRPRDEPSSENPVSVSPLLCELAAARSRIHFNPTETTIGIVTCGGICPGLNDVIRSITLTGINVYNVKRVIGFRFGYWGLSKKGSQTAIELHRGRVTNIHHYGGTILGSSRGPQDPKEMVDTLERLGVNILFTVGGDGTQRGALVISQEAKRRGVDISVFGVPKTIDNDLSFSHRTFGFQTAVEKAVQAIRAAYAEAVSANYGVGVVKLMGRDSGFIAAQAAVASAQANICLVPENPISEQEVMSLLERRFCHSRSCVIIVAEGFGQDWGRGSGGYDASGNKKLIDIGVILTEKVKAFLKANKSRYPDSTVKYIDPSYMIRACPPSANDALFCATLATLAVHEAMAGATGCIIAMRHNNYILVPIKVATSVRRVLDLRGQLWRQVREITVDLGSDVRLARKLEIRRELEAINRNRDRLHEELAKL
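1.25 nM PFK with 0.5 mM F6P and 0.1 mM ATP in 0.1 M TEA pH 8.0, 5 mM MgCl2, incubated 45 min at room temperature; ADP measured by ADP-Glo luminescence; compounds titrated up to 57 uM.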
Gal4-VP16 FLuc – counter-screen for ROR gamma inhibitors: Gal4-VP16 reporter | Drosophila S2 Gal4-VP16 UAS-luciferase, luminescence, 20 h | Potency, µM (doses to about 53.6 µM), for the others: top-dose activity, negative = inhibition, hits mostly inhibitors | 3.5% of 310,000 active | AID 2546;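 note: Gal4-VP16 expression switched on by copper sulfate through the metallothionein promoter; potency is the fitted concentration of half-maximal effect; % is set by controls: 0 for no effect and ±100 for the full control effect; nearly all actives have a fitted effect of over 50% in size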
FLuc counter – counter-screen for miR-21 project: firefly luciferase inhibitors or activators | purified FLuc, Km substrates, luminescence inhibition | P08659 | Potency, µM (doses to about 57.5 µM), inactives show at the highest dose activity change, negative = inhibition, actives largely listed as inhibitors | 6.9% of 360,000 active;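 note: potency is the fitted concentration of half-maximal effect; plate controls were vehicle for no effect and reference inhibitor for full effect; nearly all actives have a fitted effect of over 55% in size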
Target sequence (P08659 whole entry, looked up): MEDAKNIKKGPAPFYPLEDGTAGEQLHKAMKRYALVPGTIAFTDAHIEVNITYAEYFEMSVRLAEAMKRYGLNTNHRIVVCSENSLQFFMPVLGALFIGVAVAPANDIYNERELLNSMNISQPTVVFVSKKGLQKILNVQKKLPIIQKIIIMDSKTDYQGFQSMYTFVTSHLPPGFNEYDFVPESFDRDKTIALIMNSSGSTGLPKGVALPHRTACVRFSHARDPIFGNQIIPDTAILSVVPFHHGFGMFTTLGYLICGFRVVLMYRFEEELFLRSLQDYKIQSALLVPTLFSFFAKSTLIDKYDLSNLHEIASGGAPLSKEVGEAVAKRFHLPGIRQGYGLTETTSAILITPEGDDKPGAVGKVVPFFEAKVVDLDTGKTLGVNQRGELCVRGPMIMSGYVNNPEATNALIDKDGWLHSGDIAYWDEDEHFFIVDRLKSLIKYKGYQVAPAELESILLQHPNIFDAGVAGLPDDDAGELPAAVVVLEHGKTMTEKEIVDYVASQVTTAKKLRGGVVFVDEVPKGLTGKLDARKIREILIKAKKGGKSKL
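Biochemical qHTS of compounds, final roughly 60 µM downward over six points, against 10 nM purified firefly luciferase using Km concentrations of substrates (10 uM D-luciferin, 10 uM ATP) in Tris acetate pH 7.5 buffer; luminescence output.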
RORg inh – inhibitors of mouse ROR gamma transcriptional activity. 5.4% of 310,000 active. Drosophila S2 Gal4-RORgamma UAS-luciferase reporter, 20 h. Potency, µM (titrated, usually from 53.6 µM), for inactives: at the top dose activity change, negative = inhibition, usual class: inhibitors. AID 2551; note: potency is the fitted concentration of half-maximal effect; % is set by controls: 0 for no effect and ±100 for the full control effect; nearly all actives have a fitted effect of over 60% in size
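Using a luciferase readout, inhibitors were identified by reduced reporter activity in Drosophila cells coexpressing a copper-inducible Gal4–ROR gamma fusion and UAS-driven Photinus luciferase, incubated 20 hr after 700 uM copper sulfate.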
KCNH2 3.1 inh – inhibitors of human KCNH2 3.1 potassium channel isoform. 0.95% of 340,000 active. activity change, % (tested at about 1.8 µM). AID 720553. U2OS KCNH2 3.1, thallium flux FluxOr; hits give low values;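 active = maximum activity change below -70%; inconclusive = maximum activity change from -70% to -50%; inactive = maximum activity change above -50%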;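 note: thallium influx rate constant from kinetic fluorescence after stimulation buffer; % is set by controls: 0 for no effect and ±100 for the full control effect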
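Thallium flux read-out: FluxOr dye with Red40 quencher in HBSS/HEPES, 45 min at RT. Rate constants from kinetic reads were normalized to positive and negative DMSO controls. Cells: U2OS virally expressing the 3.1 isoform.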
ELG1 genotox – inducers of genotoxicity in HEK293T ELG1-luciferase cells. HEK293T ELG1-luciferase reporter, luminescence, 16 h. Potency, µM (top dose mostly 46 µM), for inactives: at the highest dose activity change, positive = activation, most hits filed as activators. 1.3% of 330,000 active. AID 504466; note: potency is the fitted concentration of half-maximal effect; % of control where 0% means no effect; nearly all actives have a fitted effect of over 60% in size
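Quantitative HTS format in 1536-well plates. HEK293T ELG1-luciferase reporter cells receive test compound and are incubated 16 hr at 37 °C, 5% CO2; ONE-Glo added, 30 min room temperature, then luminescence read.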
FBPA coupling cs – coupling enzyme interference in Giardia aldolase counter-screen; coupling enzyme system counterscreen, AmpLite Red fluorescence; activity change, negative = inhibition, % at 58.2 µM, hits read low; 0.67% of 290,000 active; in the data active = activity change below about -30%; note: % is set by controls: 0 for no effect and ±100 for the full control effect
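Coupling enzymes only (glyceraldehyde-3-phosphate) + compound, at 57.5 uM final, 10 min RT; add substrate/coupling/AmpLite Red mix, 20 min RT; fluorescence ex 525/em 598 nm. Actives flag coupling-system interference.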
uPA generation – inhibitors of cell surface uPA generation; cell surface uPA generation assay, qHTS; Potency, µM (titrated, usually from 38.3 µM), for inactives: at the highest dose activity change, negative = inhibition, usual class: inhibitors; 0.31% of 330,000 active; AID 540303; active = well fitted inhibition curve with a large enough effect; inconclusive = small, poorly fitted or top-dose-only effect; inactive = no such curve, though single readings can be large or run the other way; tested in mouse RAW 264.7 cells; note: potency is the fitted concentration of half-maximal effect; % is set by controls: 0 for no effect and ±100 for the full control effect; nearly all actives have a fitted effect of over 55% in size
Rab9 promoter act – activators of Rab9 promoter; Huh7 Rab9 promoter-luciferase reporter, luminescence, 24 h; Potency, µM (doses to about 9.22 µM), for inactives: top-dose activation, negative = inhibition, hits mostly activators; 2.8% of 320,000 active; AID 485297; note: potency is the fitted concentration of half-maximal effect; % of control where 0% means no effect; nearly all actives have a fitted effect of over 60% in size
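Measured in stably transfected Huh7 cells bearing a Rab9 promoter–luciferase construct: 24 h compound treatment at 37 °C, followed by luminescence detection.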
Giardia killer – Giardia lamblia killing | activity change, % at 7.66 µM, hits read low | 0.15% of 340,000 active | Giardia lamblia trophozoite viability; in the data active = activity change below about -80%; inconclusive = between about -30% and that limit;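 note: parasites exposed to compound for two days anaerobically before the ATP read; % is set by controls: 0 for no effect and ±100 for the full control effect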
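Luminescent ATP signal served as the viability read-out, measured 15-30 min after adding ATP detection reagent to trophozoites that had been incubated with compounds for 48 hrs at 37 deg C anaerobically at 100 cells/well.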
Starred values were filed as active, the others as inactive; ? = inconclusive; / = not tested or not shown; & = joins results of further samples; [ ] = another dose, or the depositor's remark. Unless noted, calls come from the whole dose curve; as a rule, active = well fitted curve in the direction sought with a large enough effect; inconclusive = small, poorly fitted or top-dose-only effect, or another doubt; inactive = no such curve, though single readings can be large; an effect the other way counts as inactive or inconclusive. This is a random part of the collection. About 14% of those tested had a hit in this group.

SMILES	NPC1 prom act	Tb PFK block	Gal4-VP16 FLuc	FLuc counter	RORg inh	KCNH2 3.1 inh	ELG1 genotox	FBPA coupling cs	uPA generation	Rab9 promoter act	Giardia killer
N#Cc1cc([N+](=O)[O-])cnc1NCC(O)CO (stereo unspecified)	-1.0%	?	-3.0%	0.1%	10.6%	-2.1	0.9%	-0.5	1.6%	-7.4%	-8.0
O=S(=O)(NCC(c1cccnc1)N1CCN(c2ccc(F)cc2)CC1)c1cccs1 (stereo unspecified)	0.7%	-7.9%	-7.5%	2.7%	67.5%	23.4	1.7%	0.4	-1.3%	-0.9%	5.9
N#Cc1c2n(cnc1=O)CCCCC2	/	/	22.9%	-1.3%	-10.5%	-0.2	/	0.6	-2.5%	/	-16.3
O=C(NCCCCCCNC(=O)NCc1ccco1)NCc1ccco1	1.4%	-29.2%	3.3%	-0.8%	-13.6%	/	-1.4%	1.1	/	-7.4%	/
COc1ccc(C(=O)N/N=C(\C)CC(=O)Nc2ccc3ccccc3c2)c(OC)c1	6.3%	-3.0%	4.0%	-12.2%	3.4%	0.0	-1.8%	/	7.5%	3.5%	0.3
CCOC(=O)c1sc2nc(CN3CCCCC3)nc(Cl)c2c1C	1.2%	-1.4%	-12.9%	4.7%	?	10.4	5.4%	-0.6	/	2.2%	-15.9
O=C(O)c1cccc(Cn2c(Cl)c(/C=N/NC(=O)c3ccc(O)cc3)sc2=O)c1	-0.6%	1.0%	-25.4%	-17.4%	?	16.9	-0.3%	8.7	-0.1%	-3.2%	-1.9
CCc1nc(SCc2ccc(Cl)cc2)n[nH]1	?	1.2%	-1.8%	?	22.8%	7.3	?	-14.4	2.8%	?	-1.7
COc1ccccc1NC(=O)NC(=O)c1ccccc1	2.51µM*	-2.4%	4.4%	1.2µM*	-23.3%	-6.3	?	0.9	-8.9%	?	-19.0
O=C(NCc1ccc(-c2nc3ccccc3s2)cc1)c1cc2ccccc2o1	1.3%	0.0%	4.2%	?	-16.2%	-24.8	12.0%	-0.6	1.7%	1.9%	11.0
CC(C)N1C(=O)NC2(c3ccccc3)N(C)C(=O)N(C)C12c1ccccc1 (stereo unspecified)	-2.2%	-2.3%	-2.0%	4.7%	-11.9%	17.1	-2.9%	-0.1	3.1%	-7.4%	-6.7
CCC(=O)N(C)CCc1cc2c(c(OC)c1/C=N/NC(=O)[C@H]1C[C@@H]1c1ccccc1)OCO2	-1.8%	-0.5%	-3.6%	7.8%	14.5%	-8.9	-2.0%	0.0	-3.0%	-3.7%	-2.3
COc1ccc(-c2cc(NCc3ccccn3)n3ncnc3n2)cc1	-0.6%	4.7%	?	-3.0%	2.82µM*	8.1	-3.8%	1.6	10.4%	-4.5%	-19.8
CC1CN(C(=O)COC(=O)c2ccc(Cl)c(S(=O)(=O)N3CCCCC3)c2)CC(C)O1 (stereo unspecified)	-2.8%	-0.7%	5.3%	-2.0%	-13.6%	16.6	-2.1%	2.2	-6.6%	-1.9%	7.9
CCSc1nc2ccccc2[nH]1	6.5%&1.2%	-4.7%&1.5%	-5.6%&-7.8%	-7.7%&1.9%	17.9%&-16.1%	-3.8&7.2	-7.4%&4.4%	1.3&-1.0	1.8%	-9.2%&3.7%	23.6&-3.4
COC(=O)C1Cc2c([nH]c3ccccc23)CN1C(C)=O (stereo unspecified)	1.4%	4.4%	6.4%	6.7%	-2.8%	-9.0	-2.1%	-1.2	-2.4%	-5.4%	-1.4
CCN(CC)CCCN1C(=O)C(=O)/C(=C(/O)c2ccc(C)cc2)C1c1ccccn1 (stereo unspecified)	/	/	-5.6%	-0.4%	-18.7%	13.1	/	1.0	2.7%	/	-2.6
C/C(=N\Nc1nc(N)cc(Cl)n1)c1ccc(Cl)c(Cl)c1	-2.6%	2.0%	-0.5%	-8.6%	-26.0%	-3.2	15.7%	-3.5	0.8%	1.5%	-11.5
Cc1ccccc1NC(=O)Cn1nc(-c2ccccc2)nc1-c1ccccc1	0.9%	3.3%	-1.0%	3.7%	17.6%	6.9	3.8%	2.8	-1.8%	0.4%	13.7
COc1ccc(CCNC(=O)c2cccn2C)cc1	0.8%	4.0%	6.9%	0.7%	1.0%	-12.5	2.7%	/	-22.2%	4.4%	4.2
CCn1c(=O)cc(OCC(=O)NCc2cccnc2)c2ccccc21	-2.8%	1.7%	1.9%	-0.7%	-43.4%	-7.3	4.7%	1.9	-2.3%	-0.7%	8.2
CCOC(=O)N1CCN(C(=O)CSc2nc(C)nc3c2c(=O)n(C)c(=O)n3C)CC1	-5.0%	-3.2%	-5.4%	1.6%	-0.2%	14.4	-0.1%	1.9	?	-1.5%	7.4
CCOC(=O)c1cnc2c(F)ccc(F)c2c1Sc1ccccc1	-5.3%	0.9%	-6.3%	-15.9%	?	-23.0	0.4%	0.3	-8.5%	-5.4%	33.0[activator]
COc1ccc(N2CC(C(=O)Nc3ncccc3C)CC2=O)cc1 (stereo unspecified)	/	/	2.6%	5.9%	-9.5%	10.8	/	4.0	-0.7%	/	-6.7
Cc1cc(C)c(OCC(=O)OCC(=O)N2c3ccccc3CC2C)c(C)c1 (stereo unspecified)	-2.7%	-3.6%	/	0.4%	/	38.2	0.8%	/	4.1%	0.8%	4.1
(list continues)
SMILES	NPC1 prom act	Tb PFK block	Gal4-VP16 FLuc	FLuc counter	RORg inh	KCNH2 3.1 inh	ELG1 genotox	FBPA coupling cs	uPA generation	Rab9 promoter act	Giardia killer
NS(=O)(=O)c1cccc(NC(=O)c2cncc(Br)c2)c1	-2.1%	4.4%	-3.0%	-3.4%	?	3.5	-3.4%	0.3	1.6%	3.8%	6.3
COc1cccc(NC(=O)CSc2nc3ccsc3c(=O)n2-c2ccc(C(=O)O)cc2)c1	0.0%	2.5%	-12.2%	-15.0%	13.5%	9.8	-0.2%	7.0	1.6%	1.8%	-16.5
COc1ccc(CNC(=O)N2CCN(c3ccccc3)CC2)cc1	-1.5%	0.2%	0.7%	-0.6%	-8.8%	-1.7	6.0%	0.5	0.2%	-4.6%	16.3
CCOc1ccc(CCNC(=O)COC(=O)c2ccc(Br)o2)cc1OCC	0.0%	-1.4%	/	-19.6%	/	3.9	3.5%	/	-4.3%	-2.6%	-2.0
O=C(NCC1CCCCC1)c1cc([N+](=O)[O-])ccc1N1CCOCC1	-2.1%	0.3%	6.8%	0.2%	4.2%	12.1	-4.5%	0.1	-3.8%	1.5%	-16.4
CC1(C)CC2CC(C)(CN2S(=O)(=O)c2ccc(C(=O)Nc3ccc(S(=O)(=O)N4CCOCC4)cc3)cc2)C1 (stereo unspecified)	-22.2%	3.2%	?	0.2%	?	-30.5	14.0%	-7.0	-3.9%	-36.6%[inhibitor]	-3.3
Cn1c(=O)c2c(ncn2CC(=O)N2CCOCC2)n(C)c1=O	-0.9%	-1.5%	-6.2%	1.2%	1.8%	11.6	2.0%	-1.1	6.7%	-4.0%	-27.2
COc1cccc(C2CC(c3ccc(C)cc3)n3ncnc3N2)c1 (stereo unspecified)	-0.3%	-0.5%	-15.1%	-1.4%	-36.1%	4.8	?	5.6	50.5%[activator]	-1.8%	-8.0
CCC(=O)Nc1sc(C(=O)OC)c(C)c1C(=O)OC	0.0%	-9.1%	-0.1%	5.8%	?	9.9	-1.6%	0.8	-16.8%	2.4%	13.3
CC(=O)c1cccc(NC(=O)N2CCCC2C(=O)Nc2ccc3c(c2)OCO3)c1 (stereo unspecified)	1.1%	0.8%	10.5%	2.9%	7.7%	16.7	-1.2%	0.1	-2.0%	-0.1%	31.9[activator]
CC(Oc1ccc2c(-c3ccccc3)cc(=O)oc2c1)C(=O)NC(Cc1c[nH]c2ccc(O)cc12)C(=O)O (stereo unspecified)	0.2%	-3.4%	-0.6%	?	32.0%	4.3	-1.2%	5.4	?	-0.2%	4.7
CCCC1C(c2ccc(OC)cc2)C(C#N)(C#N)C2(C#N)CC1(N)NC2=O (stereo unspecified)	-0.6%	-4.3%	1.2%	-0.5%	-3.6%[10 µM]	11.0	2.7%	5.4	/	-1.6%	7.0
O=C(c1ccc(S(=O)(=O)Cc2ccccc2Cl)c([N+](=O)[O-])c1)N1CCN(c2ccccn2)CC1	-3.8%	-6.4%	?	-6.4%	12.9%	?	-10.5%	-3.6	?	-0.3%	-1.1
O=C(Cc1ccccc1)NNC1CC(=O)N(c2ccc(Cl)cc2)C1=O (stereo unspecified)	-3.7%	0.1%	3.9%	2.2%	13.0%	1.8	-1.2%	0.5	-0.7%	-0.9%	11.2
COCCN(C(=S)Nc1ccc(C)cc1)C(C)c1ccco1 (stereo unspecified)	-0.1%	1.9%	-14.4%	13.5µM*	?	12.0	1.3%	0.3	1.0%	-0.8%	-12.4
Cn1c(CNC(=O)CNC(=O)c2ccc(F)cc2)cc(=O)n(C)c1=O	-10.3%	0.3%	-4.1%	-0.6%	3.0%	9.0	0.4%	/	-0.5%	-0.2%	9.3

High-throughput results as filed in PubChem BioAssay.
